# Screening results: PubChem, several laboratories
# M. tuberculosis GlmU – inhibition of mycobacterial GlmU enzyme – biochemical, glucosamine-1-phosphate acetyltransferase (AID 1376). M. tuberculosis GlmU acetyltransferase enzyme assay; higher % means a stronger effect. 220,000 compounds, 0.25% hits. inhibition, %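 (tested at 30 µM in the primary screen)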, or IC50 in µM where a hit was titrated; in the data active = inhibition above about 13%;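 note: 0% = complete reaction with vehicle and 100% = reaction without substrate; strong numbers were not always called active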
# Mtb RmlCD inh – inhibitors of Mycobacterium tuberculosis RmlC and RmlD coupled enzymes. inhibition, % at 3.6 µM. 160,000 compounds, 0.03% hits. RmlC+RmlD coupled enzyme assay, percent inhibition; primary screen in compound mixtures. P9WH09+P9WH11. AID 1533; in the data active = inhibition mostly above about 34%, no sharp cut-off; note: some results filed as inactive read as strong as hits
# Target sequence (P9WH09 whole entry, looked up): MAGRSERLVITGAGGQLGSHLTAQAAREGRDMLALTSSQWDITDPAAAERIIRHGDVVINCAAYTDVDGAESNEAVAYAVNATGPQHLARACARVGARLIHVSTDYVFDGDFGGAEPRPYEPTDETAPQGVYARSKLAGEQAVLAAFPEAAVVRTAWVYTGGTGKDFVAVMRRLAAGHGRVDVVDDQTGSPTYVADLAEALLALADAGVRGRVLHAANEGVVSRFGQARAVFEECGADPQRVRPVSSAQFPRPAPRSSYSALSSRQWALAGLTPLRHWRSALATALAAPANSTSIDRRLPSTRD
# Target sequence (P9WH11 whole entry, looked up): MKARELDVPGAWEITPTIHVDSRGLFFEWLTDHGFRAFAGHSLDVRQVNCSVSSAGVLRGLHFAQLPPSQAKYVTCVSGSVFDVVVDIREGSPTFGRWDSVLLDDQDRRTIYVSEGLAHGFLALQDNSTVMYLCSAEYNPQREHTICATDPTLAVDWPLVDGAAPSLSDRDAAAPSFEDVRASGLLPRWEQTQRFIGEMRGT
# * = called active by the depositor; . = no result given. Some of the compounds tested, so the mix of outcomes need not match the whole.
compound	M. tuberculosis GlmU	Mtb RmlCD inh
Cc1[nH]n(-c2ccccc2)c(=O)c1C=NCc1ccco1	-7.2%	-9
COc1cc(/C=N/NC(=O)c2ccc3nc[nH]c3c2)cc(OC)c1OC	-0.1%	-9
CCOC(=O)C1CCN(CC(=O)N2C(C)CCCC2C)CC1 (stereo not drawn)	0.7%	.
CCOc1ncccc1C(=O)N1CCN(c2cccc(C)c2C)CC1	-2.5%	4
CSc1c(C#N)c(N)c(C#N)c2c1COC(C)(C)C2	4.7%	-11
CCCN1C2CCCC1CC(NC(=O)c1cc(OC)c(OC)c(OC)c1)C2 (stereo not drawn)	1.1%	.
O=C(NC(=S)Nc1ccccc1N1CCOCC1)c1ccc(-c2cc(Cl)ccc2Cl)o1	0.0%	-40
COC(=O)CCN(C(=O)c1ccc(Cl)c([N+](=O)[O-])c1)c1ccccn1	1.1%	8
O=C(O)C12C[C@H]3C[C@@H](C1)CC(n1ncc(N4CCN(c5ccccc5)CC4)c(Cl)c1=O)(C3)C2	1.5%	-13
CCC(C)NC(=O)CNS(=O)(=O)c1ccc(C)cc1 (stereo not drawn)	-4.2%	.
CC(=O)Nc1cccc(C(=O)/C=C/c2ccc[nH]2)c1	5.4%	-9
COCCn1c(C)cc(C2=NNC(=Nc3ccc(OC)cc3)SC2)c1C	-4.3%	.
CC(C)OCC(O)CN1CCN(C(c2ccccc2)c2ccccc2)CC1 (stereo not drawn)	-7.6%	-9
COc1ccc2c(c1)CC(=O)NC=C2	3.0%	-8
Cc1cccn2c(=O)c3cc(C(=O)NC(C)C)c(=N)n(Cc4ccncc4)c3nc12	.	6
Cc1cc(=O)[nH]c(SCC(=O)Nc2ccc(Br)cn2)n1	-0.8%	16
N#Cc1sc2nc(-c3cccs3)cc(-c3ccccc3)c2c1N	1.8%	39
O=[N+]([O-])c1ccc(-c2cn3nc(-c4ccccc4)c(-c4ccccc4)nc3n2)cc1	8.8%	8
C/C(=N\S(=O)(=O)c1ccc(C)cc1)N1CCN(S(=O)(=O)c2ccccc2)C1C(C)C (stereo not drawn)	2.7%	.
Cc1cc(C)n(-c2ccc(C)c(Cl)c2)n1	0.6%	-10
NNC(=O)CN1C(c2ccccc2Br)=Nc2ccc(Br)cc2C1c1ccccc1 (stereo not drawn)	4.2%	.
Cc1ccc(C(=O)Nc2ccc3c(c2)nc2n3CCSC2)cc1	-1.1%	.
O=C(CSc1ccc2c(c1)OCCO2)Nc1ncc(Cl)cc1Cl	-2.2%	-2
Clc1ccc2c(NCc3ccccn3)ncnc2c1	-4.3%	10
CC(C)C(NC(=O)OCc1ccccc1)C(=O)OCC(=O)NCc1ccco1 (stereo not drawn)	7.8%	-1
c1ccc(-c2nc(NCc3cccnc3)c3oc4ccccc4c3n2)cc1	-5.7%	.
CC(C)C(NC(=O)COc1ccccc1)C(=O)O (stereo not drawn)	0.4%	6
COC(=O)Cn1nc(-c2ccc(C)c(S(=O)(=O)N(C)C)c2)c2ccccc2c1=O	-1.1%	-5
c1ccc(N2CCN(c3ccccc3)C2c2cccnc2)cc1	-1.0%	-9
Cc1ccc(Cn2c(SCC(=O)N/N=C/c3ccccc3OCC(=O)O)nc3ccccc32)cc1	0.9%	-10

# Sorted by formula weight (smallest number first): 18 of the compounds above
compound	M. tuberculosis GlmU	Mtb RmlCD inh
COc1ccc2c(c1)CC(=O)NC=C2	3.0%	-8
Cc1cc(C)n(-c2ccc(C)c(Cl)c2)n1	0.6%	-10
CC(C)C(NC(=O)COc1ccccc1)C(=O)O (stereo not drawn)	0.4%	6
CC(=O)Nc1cccc(C(=O)/C=C/c2ccc[nH]2)c1	5.4%	-9
Clc1ccc2c(NCc3ccccn3)ncnc2c1	-4.3%	10
CCC(C)NC(=O)CNS(=O)(=O)c1ccc(C)cc1 (stereo not drawn)	-4.2%	.
c1ccc(N2CCN(c3ccccc3)C2c2cccnc2)cc1	-1.0%	-9
Cc1ccc(C(=O)Nc2ccc3c(c2)nc2n3CCSC2)cc1	-1.1%	.
c1ccc(-c2nc(NCc3cccnc3)c3oc4ccccc4c3n2)cc1	-5.7%	.
Cc1cc(=O)[nH]c(SCC(=O)Nc2ccc(Br)cn2)n1	-0.8%	16
CC(C)OCC(O)CN1CCN(C(c2ccccc2)c2ccccc2)CC1 (stereo not drawn)	-7.6%	-9
O=C(CSc1ccc2c(c1)OCCO2)Nc1ncc(Cl)cc1Cl	-2.2%	-2
COCCn1c(C)cc(C2=NNC(=Nc3ccc(OC)cc3)SC2)c1C	-4.3%	.
O=[N+]([O-])c1ccc(-c2cn3nc(-c4ccccc4)c(-c4ccccc4)nc3n2)cc1	8.8%	8
Cc1cccn2c(=O)c3cc(C(=O)NC(C)C)c(=N)n(Cc4ccncc4)c3nc12	.	6
COC(=O)Cn1nc(-c2ccc(C)c(S(=O)(=O)N(C)C)c2)c2ccccc2c1=O	-1.1%	-5
Cc1ccc(Cn2c(SCC(=O)N/N=C/c3ccccc3OCC(=O)O)nc3ccccc32)cc1	0.9%	-10
NNC(=O)CN1C(c2ccccc2Br)=Nc2ccc(Br)cc2C1c1ccccc1 (stereo not drawn)	4.2%	.

# The results go on.
compound	M. tuberculosis GlmU	Mtb RmlCD inh
O=C1CCNc2cc3ccccc3cc21	1.8%	4
O=C(O)c1cccc2c1C(=O)c1cccc3snc-2c13	4.3%	.
Cc1cccc(N2CCN(C(=O)CSc3ccsc3[N+](=O)[O-])CC2C)c1 (stereo not drawn)	0.3%	-1
Cc1cc(NC(=O)c2ccccc2F)on1	6.4%	-15
CN(C(=O)COC(=O)c1ccc2c(c1)OCCO2)c1ccccc1	1.1%	.
CC(=O)c1c(NCc2ccccc2)nc(=O)n(-c2ccccc2)c1C	.	60
CN(Cc1nc(-c2ccccc2)no1)C1CCOCC1	-4.2%	.
COc1ccc(C(=O)NNC2=CC(=O)CC(C)(C)C2)cc1OC	5.8%	.
CCCC/C(O)=C1\C(=O)CC(C)(C)CC1=Nc1ccc(N)cc1	4.5%	-7
N#CCCSc1ncnc2c1oc1ccccc12	-0.9%	4
Cc1ccc(-c2nnn(CC(=O)NCC3CC3)n2)o1	6.6%	6
Cc1c(C=NCCOCc2ccccc2)cnn1C	4.3%	14
O=C1CSC(c2cn(-c3ccccc3)nc2-c2ccc3c(c2)OCCO3)N1CCN1CCOCC1 (stereo not drawn)	8.0%	.
CC(C)C[C@H](NC(=O)Nc1ccc(S(N)(=O)=O)cc1)C(=O)O	-2.5%	14
COC(=O)C1=C(N)Oc2cc(C)n(Cc3ccco3)c(=O)c2C1c1cccc(Cl)c1 (stereo not drawn)	-2.1%	.
CC(C)N(Cc1nc(-c2ccc(Cl)cc2)no1)C(=O)CCCN1C(=O)c2ccccc2C1=O	-4.0%	8
Cc1oc(C(=O)O)cc1COc1ccc2c3c(c(=O)oc2c1C)CCCC3	1.0%	.
Cc1csc2c(SCC(=O)NNC(=O)C(Cl)Cl)ncnc12	2.3%	0
CCn1c(SCC(=O)N2c3ccccc3CC2C)nnc1-c1ccco1 (stereo not drawn)	6.5%	.
Nc1ccc(CSc2ccc(Cl)cc2)cc1	-7.5%	-6
CCOc1ccccc1-n1c(O)c(C=NCCCN(CC)CC)c(=O)[nH]c1=O	-4.8%	-3
COc1cc(-c2nnc(SCC3(c4ccccc4)OCCO3)o2)cc(OC)c1OC	0.7%	.
N=C1C(c2nc3ccccc3[nH]2)=C(O)CN1c1ccc(CC(=O)O)cc1	1.9%	.
O=C(N/N=C\c1cccs1)c1sccc1-n1cccc1	-4.2%	-1
CC(C)(C)Cc1nnc(NC(=O)Cc2cccs2)s1	5.4%	-10
CC1(C)C2CC=C(/C=N/NC(=O)c3ccccc3O)C1C2 (stereo not drawn)	1.7%	8
COc1cc(C(c2c(C)[nH][nH]c2=O)c2c(C)[nH][nH]c2=O)cc(OC)c1OC	-3.0%	20
O=C(CCn1cccc(C(F)(F)F)c1=O)Nc1cccc(C(F)(F)F)c1	3.1%	-8
CC1CCN(CCOc2ccc(OCc3ccccc3)cc2)CC1	-0.7%	.
COc1ccc2c(c1)[n+](=O)c(C(C)=O)c(C)n2[O-]	-1.6%	.
CC1CCCCC1NC(=S)Nc1cccc(S(=O)(=O)N(C)C)c1 (stereo not drawn)	5.2%	41
O=C(Cn1c(CSc2ccccc2)nc2ccccc21)Nc1ccccc1	3.7%	29
COc1cccc(C(=O)NCC(=O)OCC(=O)Nc2cc(OC)c([N+](=O)[O-])cc2C)c1	-4.3%	6
O=C(CN1C(=O)C2(OCCCO2)c2ccccc21)NCCc1ccccc1	2.8%	-6
COC(=O)c1ccc(SC)cn1	-2.2%	-1
Cc1ccc(C)c(CSc2ccc3nnc(-c4ccccn4)n3n2)c1	-1.5%	7
N#CC(C(N)=O)=C1CCCCC1	3.9%	10
O=C(c1ccc2nc(N3CCOCC3)sc2c1)N1CCCC1	7.0%	7
COc1ccc(/C=N/n2c(SC)nnc2-c2ccccc2)cc1C	6.3%	12
COCc1[nH]nc2c1C1(C(=O)N(C)c3ccccc31)C(C#N)=C(N)O2 (stereo not drawn)	2.4%	-7
Cc1ccc(-c2noc(CN3CCC(C(N)=O)CC3)n2)cc1	.	-1
C=CCn1c(SCc2c(C)noc2C)nc2sc3c(c2c1=O)CCC(C)C3 (stereo not drawn)	6.1%	-7
Cc1ccc(CNc2ccc3c(c2)ncn3C(C)(C)C)cc1	8.8%	13
O=C(O)C1CCN(C(=O)c2ccccc2C(=O)N2CCC(C(=O)O)CC2)CC1	3.2%	4
S=c1[nH]cc(-c2ccc(Cl)cc2)n1-c1ccccc1	-1.6%	-11
O=C(C1CCCN(c2nnc(-n3cccc3)s2)C1)N1CCC2(CC1)OCCO2 (stereo not drawn)	0.8%	13
CCOC(=O)c1ccc(NC(=O)CN2C(=O)CSCC2=O)cc1	0.4%	-22
COc1ccc(S(=O)(=O)NCc2ccccn2)cc1Cl	0.5%	-9
O=C(COC(=O)/C=C/c1cn(-c2ccccc2)nc1-c1ccc2c(c1)OCCO2)NC1CCS(=O)(=O)C1 (stereo not drawn)	-0.6%	.
CCCCSc1nn[nH]n1	-0.6%	.
Cc1ccc(NC(=O)c2oc3c(c2C)C(=O)CC(C)(C)C3)cc1	3.4%	1
Cc1ccc(N=Cc2c(O)ccc3ccccc23)cc1F	-0.4%	-9
CCOC(=O)C1CN(S(=O)(=O)c2ccc(Cl)cc2)c2cc(S(=O)(=O)CC)ccc2O1 (stereo not drawn)	6.7%	5
CCOC(=O)c1ccc(NC(=O)CSc2nc3ncccc3[nH]2)cc1	-0.4%	-7
COc1ccc(C(=O)Nc2c(Cl)cc(Cl)cc2C(=O)N2CCOCC2)cc1	0.4%	-16
Cc1ccc(CNc2ncnc3c2cnn3-c2ccccc2)cc1	-7.7%	9
CC(C)Cn1c2c(c(O)c(C(=O)Nc3ccc(F)cc3)c1=O)CCCC2	1.6%	-6
CCc1ccc(NC(=O)c2cc(-c3ccco3)on2)cc1	-2.7%	-2
CCCc1ccc(OCCNC(=O)C2CCCCC2)cc1	-8.4%	.
Cc1nn(Cc2ccccc2Cl)c2sc(C(=O)Nc3nccs3)cc12	6.0%	.

# Next entries follow:
compound	M. tuberculosis GlmU	Mtb RmlCD inh
Brc1ccc(CN2CCSCC2)cc1	-0.1%	-4
CCOC(=O)C1(CC2CCCCO2)CCN(Cc2nc(C(C)C)cs2)CC1 (stereo not drawn)	-1.7%	0
CCCN(CCC)C(=S)NC1CC2C=CC1C2 (stereo not drawn)	-2.1%	9
O=C(c1cccc2ccccc12)N1CCN=C1SCc1ccc([N+](=O)[O-])cc1	2.7%	52
O=C(NCC(=O)N(CC1CCCO1)C(C(=O)NC1CCCC1)c1cccnc1)c1ccco1 (stereo not drawn)	2.3%	-2
Cc1ccc2c(CN3CCOCC3)cc(=O)oc2c1	1.5%	6
Cc1[nH]c2ccccc2c1C1(O)C(=O)N(Cc2ccc3c(c2)OCO3)c2ccccc21 (stereo not drawn)	.	5
C=CCNc1cnn(CC(C)=O)c(=O)c1Br	-2.9%	-10
CCC(=NCC1CCCO1)c1c(O)n(-c2ccc(Cl)cc2)c(=O)[nH]c1=O (stereo not drawn)	-1.8%	-8
Cc1ccc(-n2cc(C(=O)c3ccc(N4CCN(C)CC4)cc3)nn2)cc1Cl	-0.9%	8

# One compound at a time, from the list above. Values in the order: M. tuberculosis GlmU | Mtb RmlCD inh
# `O=C(NCC(=O)N(CC1CCCO1)C(C(=O)NC1CCCC1)c1cccnc1)c1ccco1` (stereo not drawn) is listed with 2.3% | -2
# `Cc1ccc2c(CN3CCOCC3)cc(=O)oc2c1` is listed with 1.5% | 6
